Screens from PubChem.
D1 agonist – activates the human D1 dopamine receptor. HEK293 T-REx D1 cells, calcium flux, agonist mode. activation, % at 2 µM. 360,000 tested, 1% active. AID 504660; in the data active = activation above about 30%; also: 0% is about no effect
Target sequence (P21728 whole entry, looked up): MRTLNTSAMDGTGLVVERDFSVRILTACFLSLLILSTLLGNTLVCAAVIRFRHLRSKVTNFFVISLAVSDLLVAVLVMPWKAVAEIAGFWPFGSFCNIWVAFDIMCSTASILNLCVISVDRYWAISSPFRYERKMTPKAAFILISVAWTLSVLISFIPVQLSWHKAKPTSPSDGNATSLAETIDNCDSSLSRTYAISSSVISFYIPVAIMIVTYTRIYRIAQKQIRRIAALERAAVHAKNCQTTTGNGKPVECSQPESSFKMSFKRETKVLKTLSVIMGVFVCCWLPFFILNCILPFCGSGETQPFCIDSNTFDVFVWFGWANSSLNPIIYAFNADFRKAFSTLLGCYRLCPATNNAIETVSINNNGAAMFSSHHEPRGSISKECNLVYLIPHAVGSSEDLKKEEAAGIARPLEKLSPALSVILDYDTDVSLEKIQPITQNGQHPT
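Tetracycline-induced HEK293 TREx D1 cells, force-coupled to calcium signalling, were dye-loaded with a no-wash calcium kit. Compound was pin-added after a 10 s baseline. Fluorescence was read kinetically at 1 cycle/s for 180 s, with calcium rises flagged as agonism.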
Vif-A3F inh – Vif-A3F binding inhibition; HeLa A3F-eYFP + Vif (tagged APOBEC3F with the HIV-1 protein that degrades it), YFP fluorescence increase; Potency, µM (titrated, usually from 46.1 µM), inactives show top-dose activity, negative = active; 390,000 tested, 0.2% active; AID 602313; also: potency is read from the fitted curve at half-maximal effect; % of control where 0% means no effect; nearly all actives have a fitted effect of over 65% in size
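HeLa cells stably expressing Vif plus C-terminally eYFP-tagged A3F were seeded, incubated overnight at 37 deg C, dosed with compound, incubated overnight again at 37 deg C. Yellow fluorescence (Ex 488/Em 500-530) reported blocked Vif-mediated A3F-eYFP degradation.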
D1 PAM – human D1 dopamine receptor positive modulation | potentiation, % at 10 µM | HEK293 TREx D1 cells, calcium flux, dopamine EC20 potentiation | AID 504651 | P21728 | 360,000 tested, 0.036% active; in the data active = potentiation above about 30%; also: 0% is about no effect
RXFP1 ag – activates the human relaxin receptor RXFP1; HEK293T-RXFP1 cAMP TR-FRET, 30 min; response scale: percent of porcine relaxin response, buffer zero; Potency, µM (titrated, usually from 57.5 µM), for inactives: top-dose activation, usual class: activators; 370,000 tested, 0.3% active; Q9HBX9; also: potency is read from the fitted curve at half-maximal effect; % is scaled to controls: 0 for no effect and ±100 for the full control effect; nearly all actives have a fitted effect of over 60% in size; many of its hits are not listed in these tables
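Agonist response is measured as cAMP accumulation in an RXFP1-transfected HEK293T line under PDE4 inhibition. Values are scaled between buffer-only and 29 nM porcine relaxin, and EC50s come from standard Hill equation fits.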
Vif-A3G inh – blocks the Vif interaction with human APOBEC3G | AID 602310 | Potency, µM (doses to about 46.1 µM), for inactives: at the highest dose activity, negative = active, hits mostly inhibitors | HeLa A3G-eYFP + Vif (tagged APOBEC3G with the HIV-1 protein that degrades it), YFP fluorescence, overnight | Q9HC16 | 410,000 tested, 0.076% active;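 also: potency is read from the fitted curve at half-maximal effect; % is scaled to controls: 0 for no effect and ±100 for the full control effect; nearly all actives have a fitted effect of over 60% in size; hits raise eYFP signal because A3G escapes Vif-driven loss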
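Read-out is eYFP fluorescence (Ex 488/Em 500-530) from Vif-expressing HeLa A3G-eYFP cells; more signal means A3G escaped Vif-mediated degradation. Cells plated overnight, compound pinned in, incubated overnight at 37 deg C.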
LDHA block – LDHA (human) enzyme inhibition | purified LDHA, NADH/diaphorase-resazurin fluorescence; active compounds read low | 480,000 tested, 0.15% active | activity change, % (values are at about 110 or 230 µM); in the data active = activity change below about -30%; inconclusive = mostly about -25% to -30%;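 also: plate controls were DMSO wells for no effect and wells without enzyme for full effect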
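Enzyme activity of human lactate dehydrogenase 5 (2 nM; 0.06 mM NADH, 0.2 mM pyruvate, 5 min, RT) is measured via a resazurin/diaphorase fluorescence readout of residual NADH.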
D1 antagonist – blocks dopamine activation of the human D1 receptor; activity change, negative = inhibition, % at 10 µM; HEK293 TREx D1 cells, calcium flux, dopamine EC80; active compounds read low; 360,000 tested, 3.2% active; P21728; in the data active = activity change below about -30%; also: % is scaled to controls: 0 for no effect and ±100 for the full control effect
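HEK293 T-REx cells expressing inducible, force-coupled D1 receptor; no-wash Ca dye, 30–90 min RT. Cmpd → 180 s read at 1 Hz → EC80 DA → 180 s read.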
D2 PAM – positive allosteric modulators of human D2 dopamine receptor | P14416 | 340,000 tested, 0.34% active | HEK293 T-REx D2, calcium flux, EC20 dopamine potentiation | potentiation, % at 10 µM | AID 485347;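 active = potentiation over 3 SD above the plate norm, cut at about 30% in these data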; also: 0% is about no effect
Target sequence (P14416 whole entry, looked up): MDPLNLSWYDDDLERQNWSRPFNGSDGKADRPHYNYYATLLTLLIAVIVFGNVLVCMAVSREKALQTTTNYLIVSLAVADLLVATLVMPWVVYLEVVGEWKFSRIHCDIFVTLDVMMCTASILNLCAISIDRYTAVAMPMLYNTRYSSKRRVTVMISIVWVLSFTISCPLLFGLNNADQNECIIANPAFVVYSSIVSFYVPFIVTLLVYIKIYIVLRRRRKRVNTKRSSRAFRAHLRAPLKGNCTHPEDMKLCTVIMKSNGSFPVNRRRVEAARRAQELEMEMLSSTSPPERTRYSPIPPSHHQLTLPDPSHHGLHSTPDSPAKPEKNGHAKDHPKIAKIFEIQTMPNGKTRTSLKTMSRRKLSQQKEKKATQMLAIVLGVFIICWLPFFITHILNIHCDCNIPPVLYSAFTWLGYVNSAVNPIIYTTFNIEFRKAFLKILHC
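Potentiation of an EC20 dopamine calcium response measured kinetically over 180 s, after a preceding 180 s compound-only read flagging agonists. Cells: inducible Hek293 Trex D2 line, 4000/well, cultured overnight at 30 C before dye loading.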
GRP78 ERSR act – ER stress response induction in glioma; U87-MG GRP78 promoter luciferase reporter, 16 h; Potency, µM, for inactives: top-dose activation, usual class: activators; 420,000 tested, 0.02% active; also: potency is read from the fitted curve at half-maximal effect; series mostly up to about 76 µM; % of control where 0% means no effect; nearly all actives have a fitted effect of over 35% in size
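Stably transfected U87-MG glioma cells carrying a GRP78-based luciferase sensor; 16 h compound incubation. Luminescence end-point read 10 min after Bright-Glo addition at room temperature.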
Numbers without * were called inactive; ? = inconclusive; . = no result given; & = joins results of further samples. Unless noted, calls follow the shape of the dose curve; as a rule, active = well fitted curve in the direction sought with a large enough effect; inconclusive = small, poorly fitted or top-dose-only effect, or another doubt; inactive = no such curve, though single readings can be large; an effect the other way counts as inactive or inconclusive.

SMILES | D1 agonist | Vif-A3F inh | D1 PAM | RXFP1 ag | Vif-A3G inh | LDHA block | D1 antagonist | D2 PAM | GRP78 ERSR act
COc1ccc(C2C(C(=O)c3ccco3)=C(O)C(=O)N2CCN2CCOCC2)c(OC)c1 (centres undefined) | 5 | -20% | -5 | 7.9% | 0% | 6 | -3 | -13 | -2%
COc1ccc(C2C(C(C)=O)=C(O)C(=O)N2c2nccs2)cc1 (centres undefined) | 0 | -15% | -3 | 11% | 0% | 0 | -2 | 7 | -5%
CC(/C=C1\SC(=O)N(CC(=O)Nc2cccc(O)c2)C1=O)=C\c1ccccc1 | 7 | -5% | -2 | -0.3% | 0% | -9 | 2 | 6 | -2%
CCOc1ccc(/C(C)=N\NC(=O)Cc2ccccc2)cc1 | 4 | 3% | 3 | 1.4% | -5% | -8 | 5 | 4 | -3%
CC(=O)N1CCN(C(=O)C(Cc2c[nH]c3ccccc23)NC(=O)c2ccccc2Cl)CC1 (centres undefined) | 3 | 13% | -2 | -0.7% | 1% | -3 | -6 | 5 | 0%
Cc1ccc(NC(=O)NCCOCCn2c(=O)oc3ccccc32)cc1C | 0 | -1% | 2 | -4.3% | 3% | -3 | 2 | -5 | -2%
CCn1c(SCc2c(Cl)cccc2Cl)nnc1-c1nn(-c2ccccc2)ccc1=O | . | -5% | . | 0.6% | 0% | -1 | . | . | -6%
Cc1cc(C)c(NC(=O)c2cc3c(nc4sccn43)s2)c(C)c1 | 2 | 5% | -1 | 4.1% | -10% | -1 | -13 | -1 | 2%
C[C@H]1[C@H](C)CC[C@]2(C)CC[C@]3(C)C(=CC[C@@H]4[C@@]5(C)CC[C@@H](O)[C@](C)(C(=O)O)[C@@H]5CC[C@]43C)[C@H]12 | 0 | . | 4 | -4.2% | . | . | 8 | -6 | .
C/C(=N\N=C(/N)SC1CC(=O)N(c2ccc(Br)cc2)C1=O)c1cccs1 (centres undefined) | 1 | -13% | -4 | 1.3% | -9% | -13 | 0 | 14 | 6%
CCOC(=O)c1noc(C)c1C(=O)Nc1cccc(F)c1 | 0 | 5% | 1 | -0.9% | 0% | -6 | -6 | 4 | -4%
Cc1ccc(N2C(=O)CSC2c2cccs2)cc1 (centres undefined) | 1 | 0% | -2 | 0.6% | 1% | -1 | -25 | . | -3%
COc1ccc(NC(=O)c2c(NC(=O)C(F)(F)F)sc3c2CCCCC3)cc1 | 59* | 4% | -2 | -1.6% | -5% | -4 | -36* | -8 | -3%
Cc1nc2ccccc2n1CC(=O)N/N=C\C=C\c1ccccc1 | 2 | 0% | 1 | 0.0% | 2% | -6 | 1 | 13 | -3%
O=C(CSc1cccc[n+]1[O-])Nc1cccc(S(=O)(=O)NC2=NCCCCC2)c1 | 4 | 0% | -5 | 0.5% | 0% | -9 | 6 | 7 | -4%
Cc1cc(C)cc(C(=O)NCC(=O)NCc2ccc(S(N)(=O)=O)cc2)c1 | 2 | -3% | 9 | 1.0% | 0% | -6 | 6 | 6 | 6%
Cc1cc(C)n(-c2cc(=O)n(C)c(=O)n2C)n1 | 3 | 0% | -1 | 0.1% | -2% | -3 | 1 | 4 | -4%
CN(C(=O)c1ccccc1Cl)c1ccccc1C(=O)NCc1ccccc1 | 1 | 3% | -11 | 3.5% | -1% | -3 | -15 | 0 | 0%
Cc1ccc(N2C(=O)NC(NC(=O)C3CC3)(C(F)(F)F)C2=O)cc1 (centres undefined) | 2 | 4% | -4 | 1.1% | 0% | -11 | -6 | 3 | 4%
COc1ccc(N/C(=C/[N+](=O)[O-])SC)cc1 | 0 | -18% | -4 | -0.5% | -6% | -12 | -3 | 3 | 1%
COc1cc(C(c2nnnn2C(C)(C)C)N2CCN(C)CC2)cc(OC)c1OC (centres undefined) | 0 | -5% | 1 | 1.0% | -1% | -11 | -22 | 8 | -4%
Fc1ccccc1N1CCN(C2CCN(Cc3c[nH]c4ccccc34)CC2)CC1 | 46* | -1% | -7 | -0.3% | -12% | 3 | -7 | 2 | -2%
Cc1cccc(-c2nc(CS(=O)CC(=O)NC3CCCC(C)C3C)c(C)o2)c1 (centres undefined) | 1 | 9% | 4 | -3.4% | -3% | 0 | -18 | 8 | -4%
C[C@H](CO)N1C[C@H](C)[C@@H](CN(C)C(=O)Nc2ccc3c(c2)OCO3)Oc2ccc(NS(=O)(=O)c3ccccc3)cc2C1=O | . | 1% | . | . | 3% | 10 | . | . | -3%
CCc1nnc(NC(=O)c2cccc(S(=O)(=O)N3CCc4ccccc43)c2)s1 | 0 | 9% | -5 | 1.7% | -1% | -1 | 8 | -9 | -5%
COc1ccc(S(=O)(=O)N(C)C[C@H]2Oc3ccc(NS(=O)(=O)c4cccs4)cc3CC(=O)N([C@H](C)CO)C[C@H]2C)cc1 | . | 6% | . | . | -2% | 0 | . | . | -5%
Cc1c(Cl)cccc1NC(=O)c1cnc2sc(N3CCCC3)nn2c1=O | 0 | -2% | -6 | 0.4% | -7% | -3 | -2 | -10 | -3%
O=C(NC1CCN(C(=O)Nc2ccccc2)CC1)C1CCCCC1 | 2 | 8% | -9 | 2.0% | -2% | -5 | -6 | 7 | -4%
CC1=C(C(N)=O)C(c2sccc2C)n2nnnc2N1 (centres undefined) | 2 | 8% | 0 | 0.7% | 1% | -6 | 4 | -3 | -4%
CCN1C(=O)Nc2cccc3cccc1c23 | . | -4% | . | . | -23% | 2 | . | . | 0%

A draw from above in order of length of the SMILES, rising:
SMILES | D1 agonist | Vif-A3F inh | D1 PAM | RXFP1 ag | Vif-A3G inh | LDHA block | D1 antagonist | D2 PAM | GRP78 ERSR act
CCN1C(=O)Nc2cccc3cccc1c23 | . | -4% | . | . | -23% | 2 | . | . | 0%
CC1=C(C(N)=O)C(c2sccc2C)n2nnnc2N1 (centres undefined) | 2 | 8% | 0 | 0.7% | 1% | -6 | 4 | -3 | -4%
O=C(NC1CCN(C(=O)Nc2ccccc2)CC1)C1CCCCC1 | 2 | 8% | -9 | 2.0% | -2% | -5 | -6 | 7 | -4%
COc1cc(C(c2nnnn2C(C)(C)C)N2CCN(C)CC2)cc(OC)c1OC (centres undefined) | 0 | -5% | 1 | 1.0% | -1% | -11 | -22 | 8 | -4%
Cc1cccc(-c2nc(CS(=O)CC(=O)NC3CCCC(C)C3C)c(C)o2)c1 (centres undefined) | 1 | 9% | 4 | -3.4% | -3% | 0 | -18 | 8 | -4%

Further results follow.
SMILES | D1 agonist | Vif-A3F inh | D1 PAM | RXFP1 ag | Vif-A3G inh | LDHA block | D1 antagonist | D2 PAM | GRP78 ERSR act
Cc1cc(NC(=O)CSc2nc(=O)cc(N)n2-c2ccc(Cl)cc2)no1 | 1 | 13% | 0 | 1.3% | 5% | -1 | 8 | . | -3%
O=C(CNC(=O)N1CC(=O)Nc2ccccc21)Nc1cccc(F)c1 | 1 | 6% | 3 | 1.8% | -5% | 0 | -18 | 11 | 2%
CNC(=S)NNC(=O)c1sc2cc(C(F)(F)F)cnc2c1-c1ccccn1 | 1 | ? | 0 | -0.1% | 1% | -3 | 2 | 0 | -2%
O=C(CSc1nnc(-c2ccccc2)c(-c2ccccc2)n1)Nc1ccccc1Cl | 6 | -6% | -1 | 0.2% | 3% | -1 | 12 | 7 | -2%
COc1cc(OC)cc(C(=O)NCC(C)NC(=O)c2cc(OC)cc(OC)c2)c1 (centres undefined) | . | 9% | . | . | 0% | -9 | . | . | -5%
c1cc(SC2CCCCC2)cc(-c2nc3cnccn3c2NC2CCCCC2)c1 | . | 25µM* | . | . | ? | 5 | . | . | -10%
CCOc1ccc(N2C(=O)CC(Sc3nc(C)cc(C)n3)C2=O)cc1 (centres undefined) | 3 | -13% | -5 | 3.7% | -5% | -9 | 5 | 3 | 0%
CS(=O)(=O)N(CC(=O)N1CCOCC1)c1ccc(Cl)cc1 | 0 | 1% | -2 | 2.9% | -1% | -10 | -1 | 5 | 0%
CC1CCN(C(=S)c2cn(Cc3cccc(F)c3)c3ccccc23)CC1 | 4 | 6% | 3 | 2.6% | 0% | -4 | 7 | 6 | -3%
O=c1[nH]n2cc(-n3cc([N+](=O)[O-])cn3)cnc2c1Br | 4 | -7% | -2 | ? | 0% | -2 | -2 | 4 | -1%
O=[N+]([O-])c1cc([N+](=O)[O-])c(Oc2c(F)ccc(F)c2F)cc1NN1CCCCC1 | 0 | 1% | -9 | 0.2% | 1% | -5 | -18 | -2 | -5%
CCc1ccccc1NC(=O)CC(C)n1nc(C)cc1C (centres undefined) | 2 | -3% | -5 | 0.5% | 5% | -5 | -5 | 8 | -5%
O=C(C1CCCN(S(=O)(=O)c2ccc(Br)s2)C1)N1CCN(c2ccccc2)CC1 (centres undefined) | -3&1 | -7%&3% | -6&9 | 0.6%&4.2% | 1%&3% | -3&-3 | -13&-12 | 12&-1 | -5%&-1%
CCCOc1ccc(C(NC(=O)CC(C)C)NC(=O)CC(C)C)cc1OC | 3 | -12% | -5 | 3.4% | 0% | 1 | 14 | 7 | 0%
Cc1ccc(NC(=O)CN(C)CC(=O)Nc2sc3c(c2C(N)=O)CCC3)cc1 | 1 | -2% | -1 | -1.0% | 0% | 2 | -12 | -16 | -6%
CCOCCCNc1nc2c(S(=O)(=O)c3ccc(CC)cc3)nnn2c2ccc(Cl)cc12 | 6 | -1% | -5 | 28% | -6% | -3 | -7 | -5 | -4%
COc1cc(C)c(C(C)C)cc1S(=O)(=O)NCCCn1ccnc1 | 3 | -2% | -8 | -0.4% | 1% | -4 | -6 | 8 | 1%
COc1cccc(N2CCN(C(=O)CC(NC(=O)c3ccccc3)c3ccccc3)CC2)c1 (centres undefined) | 0 | 2% | -6 | 0.0% | -1% | -3 | 6 | 6 | -2%
CC(=O)N(CCC(Cc1ccccc1)c1ccc2c(c1)OCO2)Cc1ccc(Cl)cc1 (centres undefined) | 6 | 0% | -5 | 2.5% | 0% | -1 | -15 | -9 | -2%
COC(=O)c1ccc(C23CC4(C2)[C@H](CN(CC2CCCCC2)[C@@H]4c2ccccc2)C3c2ccc(Cl)nc2)cc1 (some centres undefined) | 6 | 5% | 2 | 0.9% | -17% | -2 | 10 | -2 | -3%
COc1ccccc1CNCC(c1ccccc1)c1ccccc1 | 14 | . | . | 0.9% | . | . | -19 | 4 | .

These rows are one share of the data; the hit share may differ from the screen's.
